Bioassay records deposited in PubChem by National Center for Advancing Translational Sciences (NCATS).
Lipid storage S3 – qHTS Assay for Lipid Storage Modulators in Drosophila S3 Cells; Drosophila S3 cells, BODIPY lipid droplet fluorescence, 18-24 h; cells fed with added oleic acid; lipid storage change, negative = inhibition, % at the top dose, mostly 46.1 µM; hits show Potency in µM; actives 0.64% (n = 320,000); AID 2685, 2010; active = well fitted inhibition curve with a large enough effect in the signal ratio, with a control signal flat, not every such curve was filed as active; inconclusive = small, poorly fitted or top-dose-only effect, or effect the other way, or a change in a side signal; the % refers to the signal ratio
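Drosophila S3 cells loaded with oleic acid (400 uM, as added) and compounds at several concentrations; lipid droplets imaged by 488-nm laser-scanning cytometry, 500–530 nm intensity and object ratio to cell channel. Percent activity normalized to 20 uM Triacsin C.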
Lipid storage S3 cell count max – also measured in Lipid storage S3; calls as there; cell number change, %; measured here: cell count max response;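 cells counted by Cell Tracker Red CMTPX staining in the red channel; peak over a dose series mostly up to 46.1 µM; percent activity relative to internal control wells on each plate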
The depositor's hits bear a star; i = inactive; ? = inconclusive; / = no result given. % is scaled to controls: 0 for no effect and ±100 for the full control effect; potency is read from the fitted curve at half-maximal effect.

SMILES	Lipid storage S3	Lipid storage S3 cell count max
Cc1cc(C)nc(SCCC(=O)Nc2ccc(F)cc2)n1	?	/
NC(=O)C1CCN(c2nc(-c3ccccc3)nc3c2oc2ccccc23)CC1	?	/
Cn1c(SC/C=C/c2ccccc2)nnc1-c1cnccn1	i	/
CSc1ccc(/C=N/NC(=O)c2ccccc2Cl)cc1	12%	/
Cc1nc(-c2cccc(-c3noc(C)n3)c2)no1	i	/
COC(=O)Cc1csc(NC(=O)c2ccc3ncsc3c2)n1	5%	24
CC(=O)NN1C(=O)/C(=C\c2ccc(Br)o2)SC1=S	-12%	1
CC(=O)Nc1ccc(S(=O)(=O)N2CCC3(CC2)CC(=O)c2ccccc2O3)cc1	?	/
CCN(CC)S(=O)(=O)c1ccc(NC(=O)COC(=O)CNC(=O)C2CCCCC2)cc1	?	/
COc1ccccc1N1C(=O)C2CC=CC(C)C2C1=O (centres undefined)	?	/
CSC(=O)CC(=O)NC(=O)c1ccccc1	?	/
CCOc1cc(N2CCOCC2)c(OCC)cc1NC(=O)C1=NN(c2cccc(C)c2)C(=O)CC1	-28%	/
COC(=O)[C@H](CCSC)NC(=O)NCc1cccs1	?	/
O=C(CNC(=O)c1cccc(OC(F)F)c1)OCc1cc(=O)n2cc(Br)ccc2n1	10%	13
Cc1ccc2nc(SCC(=O)N3CCC(C)CC3)nc(=O)n2c1	?	/
O=C(COC(=O)C1(c2ccc(F)cc2)CCCC1)N1CCOCC1	1%	2
Nc1ccc[n+](Cc2ccccn2)c1	?	/
O=C(CN(c1ccccc1)S(=O)(=O)c1ccccc1)NCCSCc1ccco1	?	/
Cn1nc(C(=O)OCCN2C(=O)c3ccccc3C2=O)c2ccccc2c1=O	i	12
COc1ccc(C(=O)Nc2ccc(NC(=O)CSc3nnc(-c4ccncc4)n3C)cc2)cc1	?	/
On1c(-c2ccccc2)nc2ncccc21	10%	9
O=C(CSc1c2c(nc3cc(Cl)ccc13)CCCC2)NCCN1CCOCC1	2%	-14
O=C(NNC(=O)c1ccccc1[N+](=O)[O-])c1csc(N2CCOCC2)n1	?	/
CCOc1ccc(/C=N/NC(=O)c2ccccc2NC(=O)c2ccc(OC)cc2)cc1	?	/
CCOc1ccccc1Oc1c(C)oc2cc(OC(=O)c3ccco3)ccc2c1=O	14%	-1

16 entries out of the list, sorted by heavy-atom count, descending.
SMILES	Lipid storage S3	Lipid storage S3 cell count max
CCOc1cc(N2CCOCC2)c(OCC)cc1NC(=O)C1=NN(c2cccc(C)c2)C(=O)CC1	-28%	/
COc1ccc(C(=O)Nc2ccc(NC(=O)CSc3nnc(-c4ccncc4)n3C)cc2)cc1	?	/
CCOc1ccc(/C=N/NC(=O)c2ccccc2NC(=O)c2ccc(OC)cc2)cc1	?	/
CCOc1ccccc1Oc1c(C)oc2cc(OC(=O)c3ccco3)ccc2c1=O	14%	-1
CC(=O)Nc1ccc(S(=O)(=O)N2CCC3(CC2)CC(=O)c2ccccc2O3)cc1	?	/
O=C(CSc1c2c(nc3cc(Cl)ccc13)CCCC2)NCCN1CCOCC1	2%	-14
O=C(NNC(=O)c1ccccc1[N+](=O)[O-])c1csc(N2CCOCC2)n1	?	/
O=C(COC(=O)C1(c2ccc(F)cc2)CCCC1)N1CCOCC1	1%	2
Cc1ccc2nc(SCC(=O)N3CCC(C)CC3)nc(=O)n2c1	?	/
Cn1c(SC/C=C/c2ccccc2)nnc1-c1cnccn1	i	/
Cc1cc(C)nc(SCCC(=O)Nc2ccc(F)cc2)n1	?	/
CSc1ccc(/C=N/NC(=O)c2ccccc2Cl)cc1	12%	/
COC(=O)[C@H](CCSC)NC(=O)NCc1cccs1	?	/
Cc1nc(-c2cccc(-c3noc(C)n3)c2)no1	i	/
CSC(=O)CC(=O)NC(=O)c1ccccc1	?	/
Nc1ccc[n+](Cc2ccccn2)c1	?	/

Next part.
SMILES	Lipid storage S3	Lipid storage S3 cell count max
COc1ccc(NC(=O)c2cc3ccccc3o2)cn1	?	/
Cc1cc(NC(=O)CCC(=O)N(CC(C)C)C(C(=O)NC(C)(C)C)c2ccccc2Cl)no1 (centres undefined)	i	-27
COC(=O)c1ccn(CSc2cc(Cl)ccc2Cl)n1	8%	-28
c1ccc2c(Nc3ccc4c(c3)OCCO4)c3c(nc2c1)CCCC3	6%	7
CCOC(=O)C1CCCN(C(=O)C2CCN(C(=O)Nc3ccccc3)CC2)C1 (centres undefined)	8%	12
O=S(=O)(NCCc1cn2ccccc2n1)c1ccc(F)c(C(F)(F)F)c1	6%	-3
N#Cc1ccccc1OCC(=O)OCC(=O)NC1CCCCCC1	?	/
Cc1ccc2[nH]c3c(=O)n(N)c(=O)[nH]c3c2c1	?	/
CC(C)CCNC(=O)c1cccc(S(=O)(=O)N2CCc3ccccc32)c1	?	/
COc1ccc(C(=O)NCCN2CCOCC2)c(OC)c1OC	-4%	16
CCNc1nc(NCC)nc(OCCNS(=O)(=O)c2ccccc2)n1	?	/
CCCn1ncc(CN2CCC(Oc3ccc(C(=O)N4CCCC4)cc3)CC2)c1C	?	/
Cc1cccnc1NC(=O)c1ccc(Cl)c(S(=O)(=O)N2CCCCC2)c1	?	/
COc1ccc(S(=O)NC2CCCCC2)c(OC)c1C (centres undefined)	?	/
CON(C)c1nc(NCC(C)C)nc(OCC#N)n1	?	/
COCCOc1ccc(C(F)(F)F)cc1NC(=O)c1ccc(F)cc1	?	/
Cc1nn(CC(=O)N2CCOCC2)c(=O)c2nn(-c3ccccc3)c(C)c12	-5%	7
CCN(c1ccccc1)S(=O)(=O)c1ccc(OC)c(NC(=O)c2cccs2)c1	?	/
CCn1cc(C2=NOC(C(=O)O)C2)c(C)n1 (centres undefined)	?	/
O=C(Nc1ccc(CN2CCOCC2)cc1)c1ccc(Cl)cc1Cl	16%	-4
Cc1noc(COc2ccccc2OCC(O)CNC(C)(C)C)n1 (centres undefined)	i	-5
CC(=O)OCC(=O)[C@@]1(O)CC[C@H]2[C@@H]3C[C@H](C)C4=CC(=O)C=C[C@]4(C)[C@H]3[C@@H](O)C[C@@]21C	-17%	-2
O=c1c(Cc2ccc(Cl)cc2)c(O)ccn1Cc1ccccc1	?	/
Cc1cccc(N(CC(=O)NCCSCc2ccccc2)S(C)(=O)=O)c1C	-7%	1
CN(CC(O)COc1ccc2ccccc2c1)C1CCCCC1 (centres undefined)	-13%	-1
(more compounds)
SMILES	Lipid storage S3	Lipid storage S3 cell count max
c1ccc2c(c1)CCCC2NC1=NCCC1 (centres undefined)	-3%	4
COc1ccc(C(=O)Nc2cc(C)on2)cc1OC	0%	-5
O=C(NC1CCN(Cc2nnnn2CCc2ccccc2)CC1)c1ccccc1F	i	/
CC12CN3CC(C)(CN(C1)C3c1ccc(Br)cc1)C2 (centres undefined)	?	/
c1ccc(COn2c(-c3ccccc3)nc3c2CCc2nonc2-3)cc1	?	/
CC(=O)Oc1ccc(N2C(=O)C3C4C=CC(O4)C3C2=O)cc1 (centres undefined)	?	/
CC(=O)c1c(C)[nH]c(C(=O)OC(C)C(=O)Nc2ccc(C)c(S(=O)(=O)N3CCOCC3)c2)c1C (centres undefined)	?	/
COc1ccc(N(CC(=O)NC2CC3CCC2C3)S(=O)(=O)c2ccc(C)c([N+](=O)[O-])c2)cc1 (centres undefined)	?	/
Cc1cccc(NC(=S)NCCc2ccccn2)c1	6%	-14
CCCc1cc(=O)oc2cc3oc(C)c(C)c3cc12	-23%	0
CC1CCCN(c2ccc(C(=O)Nc3nnc(C4CC4)s3)cc2[N+](=O)[O-])C1 (centres undefined)	-3%	-18
Cc1ccc(C(=O)Nc2ccc(S(=O)(=O)N3CCCC3)cc2)cc1	i	11
Cc1ccc(S(=O)(=O)NCCC(=O)N2CCCC(C)C2)cc1 (centres undefined)	-1%	0
CC(NC(=O)C(C(=O)c1cccc([N+](=O)[O-])c1)n1cc(Cl)ccc1=O)c1ccccc1 (centres undefined)	0%	3
CN(CC(O)CN)CC(O)CN1CCCCC1 (centres undefined)	?	/
COc1cc(-c2noc(-c3ccccc3C(=O)NCc3ccco3)n2)cc(OC)c1OC	?	/
Cc1ccc(N2C(=O)c3ccc(C(=O)O)cc3C2=O)c(C)c1	?	/
CCCCN(C)CCNC(=O)CCn1nc(-c2ccc(Cl)cc2)ccc1=O	?	/
O=C(/C=C/c1cnc2ccccc2n1)NC12CC3CC(CC(C3)C1)C2	?	/
COCC(C)N1C(=O)Cc2c1nc(N)c1c(N)nc(N3CCN(c4ccccc4F)CC3)c(C#N)c21 (centres undefined)	?	/
CN(Cc1nccs1)C(=O)c1ccc(OC2CCN(Cc3ccccn3)CC2)cc1	?	/
COc1ccc(NC(=S)N2CCN(c3ccc([N+](=O)[O-])cc3)CC2)cc1OC	?	/
COc1ccc(C(=O)Nc2ccccc2C(=O)NCc2ccco2)cc1OC	?	/
Cn1c(SCc2nc(-c3ccc(Cl)cc3)no2)nnc1-c1cccs1	2%	-8
CCS(=O)(=O)N1CCCC(C(=O)NCCc2ccc(C)cc2)C1 (centres undefined)	6%	12

Structures above that contain a CF3 group (two):
SMILES	Lipid storage S3	Lipid storage S3 cell count max
O=S(=O)(NCCc1cn2ccccc2n1)c1ccc(F)c(C(F)(F)F)c1	6%	-3
COCCOc1ccc(C(F)(F)F)cc1NC(=O)c1ccc(F)cc1	?	/

The results go on:
SMILES	Lipid storage S3	Lipid storage S3 cell count max
CC1(C)Cc2c(c(-c3ccco3)nc3n[nH]c(N)c23)CO1	0%	7
COc1cc(OC)cc(C(=O)NNC(=S)NC(=O)c2cccnc2)c1	?	/
Cc1cc(CN2CCCC(CO)(Cc3cccc(Cl)c3)C2)n[nH]1 (centres undefined)	18%	2
Cn1nnnc1SCC(=O)NC1CCCC1	?	/
CC(C)(C)c1cc(CCC(=O)N2CCC2)cc(C(C)(C)C)c1O	?	/
CC1CCN(C(=O)COC(=O)c2c[nH]c3ccccc23)CC1	?	/
COc1ccccc1NC(=O)c1ccc(SCC(=O)NCc2ccccc2Cl)c([N+](=O)[O-])c1	?	/
Cc1cc(=O)oc(C)c1C(=O)Nc1ccc2ncccc2c1	?	/
COc1cccc(CN(C(=O)c2ccc([N+](=O)[O-])cc2)C2CCS(=O)(=O)C2)c1 (centres undefined)	?	/
CCC/C(=C1/c2ccccc2C(=O)N1c1ccccc1)c1ccc2c(c1)OCO2	?	/
Cc1cc(/C=N/Nc2ncnc(N)c2[N+](=O)[O-])c(C)n1-c1ccccc1	0%	4
COc1ccc(C(=O)OCC(=O)Nc2ccc(OC(F)F)cc2)c(OC)c1	i	8
COc1ccc(NC(=O)N2CCc3ccccc3C2)c(OC)c1	12%	21
O=C(CN(c1cccc(C(F)(F)F)c1)S(=O)(=O)c1ccccc1)N1CCOCC1	?	/
Cc1ccc(-c2csc(=S)n2CC(=O)OCC(=O)NC(C)C(C)C)cc1 (centres undefined)	?	/
O=C(NC(=O)c1ccccc1)NC(=O)c1ccccc1	?	/
O=C(Cn1nnc(-c2ccccc2Cl)n1)N1CCN(S(=O)(=O)c2ccc(Cl)cc2)CC1	19%	-1
c1ccc(CCNc2ccc3nncn3n2)cc1	i	/
Cc1ccc(NC(=O)Cn2nc(C)c3ccccc3c2=O)cc1	17%	-5
CC(=O)Nc1ccc2c(c1)n(C)c(=O)n2C	i	/
Cc1cccc(C(=O)OC(C)CN2CCOCC2)c1 (centres undefined)	2%	-2
C=CCNC(=O)COC(=O)c1nc2nccc(C)n2n1	9%	6
CCCCC(=O)Nc1ccc2oc(-c3cccnc3)nc2c1	i	22
Cc1ccc(-c2c[n+](Cc3ccc(Cl)c(Cl)c3)c3n2CCC3)cc1	?	/
CCOC(=O)C1=C(C)N(CC(C)C)C(=O)/C1=C\c1ccc(OCC(=O)Nc2ccccc2)cc1	-1%	13
Next entries.
SMILES	Lipid storage S3	Lipid storage S3 cell count max
CCOc1ccc(NC(=O)CN2CCN(CC(=O)Nc3cc(OC)cc(OC)c3)CC2)cc1	?	/
COc1ccc(C2(C)ON(c3ccccc3C(F)(F)F)C2=O)cc1 (centres undefined)	?	/
Cc1ccccc1Cn1ccc(NC(=O)c2cnn3c(C(F)(F)F)cc(-c4ccco4)nc23)n1	?	/
Cc1cc(C)cc(NC(=O)NCC(O)COc2ccc([N+](=O)[O-])cc2)c1 (centres undefined)	9%	5
Cc1nc(SCC(=O)NC(=O)NC2CCCCC2)nc(C)c1C	-13%	-13
O=C(Cn1cc(C(F)(F)F)cc(Cl)c1=O)NCc1ccccc1	?	/
C(=C\c1ccncc1)/c1ccncc1	0%	/
Cn1cc(-c2ccccc2C(N)=O)c(=O)c2cc(Cl)ccc21	?	/
Cc1ccc(S(=O)(=O)N2CCCC(C(=O)NC3CCCC3)C2)cc1Cl (centres undefined)	?	/
CCOC(=O)[C@@H]1[C@H]2COc3ccc(Br)cc3[C@H]2N2C(=O)N(c3ccc(F)cc3)C(=O)[C@@]12C	6%	-3
COc1ccc(OC)c(CNCc2ccc3c(c2)OCO3)c1	i	42
CCOc1ccccc1NC(=O)NCCCCc1ccccc1	?	/
CC(=O)NC1=NN(C(C)=O)C2(CCCCC2)S1	7%	-6
Brc1ccccc1-c1nnc(-c2cccnc2)o1	i	/
CC(=O)N(CCCc1ccc(C(C)(C)C)cc1)CCCN(C)C	?	/
CCOc1ccc2c(c1)C(C)=CC(C)(C)N2S(=O)(=O)c1ccc(C)cc1	0%	-20
C/C(=N\NC(=O)c1cc(C2CC2)nc2ccccc12)c1ccc(C)s1	?	/

This is a subset; rates above refer to the full screens.
